Screening results from PubChem.
Rtt109 HAT inh: inhibitors of C. albicans Rtt109/Vps75 HAT, primary screen, biochemical, ThioGlo CoA-SH fluorescence, plate reader | inhibition, % at 34.9 µM | 330,000 tested, 0.16% active | purified Rtt109/Vps75, 4 h | Histone acetyltransferase RTT109 (Candida albicans (strain SC5314 / ATCC MYA-2876)), …;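 active means inhibition of at least 50% in every replicate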
PKA-R2B activ: activators of PKA-R2B holoenzyme, primary screen, biochemical, fluorescence polarization, Cy5-IP20, human; 340,000 tested, 0.079% active; PKA-R2B holoenzyme dissociation; R2B truncated from residue 108, S112A mutant; 0% DMSO only, 100% 113 µM cGMP; activation, % at 11.4 µM; cAMP-dependent protein kinase catalytic subunit beta (Homo sapiens) + cAMP-dependent …;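 active means activation above a cutoff set at the mean over all compounds plus 3 SD, cut at about 18% in these data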;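 further: higher means more holoenzyme dissociation and a rise in polarization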
CAL PDZ FP-1: untagged CAL PDZ binding inhibitors, primary screen, biochemical, fluorescence polarization, HTS; Golgi-associated PDZ and coiled-coil motif-containing protein (Homo sapiens), Q9HD26; purified CAL PDZ, TMR-peptide fluorescence polarization, 1 h; inhibition, % at 24.9 µM; 300,000 tested, 0.92% active; AID 602252, 2012;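 active means mean inhibition of at least 30% with at least half of replicates also reaching 30%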;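 further: 0% = DMSO neutral control and 100% = excess unlabeled competitor peptide PRC23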
DAGLB inh: DAGLB lipase inhibitors, primary screen, biochemical, fluorescence, HTS; Diacylglycerol lipase-beta (Homo sapiens), Q8NCG7; HEK293T DAGLB membrane lysate, EnzChek fluorogenic substrate; inhibition, % at 5.17 µM; 340,000 tested, 0.059% active; in the data active means inhibition above about 34%;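 further: 0% = enzyme with vehicle and 100% = wells lacking enzyme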
Target sequence (Q8NCG7 whole entry, looked up): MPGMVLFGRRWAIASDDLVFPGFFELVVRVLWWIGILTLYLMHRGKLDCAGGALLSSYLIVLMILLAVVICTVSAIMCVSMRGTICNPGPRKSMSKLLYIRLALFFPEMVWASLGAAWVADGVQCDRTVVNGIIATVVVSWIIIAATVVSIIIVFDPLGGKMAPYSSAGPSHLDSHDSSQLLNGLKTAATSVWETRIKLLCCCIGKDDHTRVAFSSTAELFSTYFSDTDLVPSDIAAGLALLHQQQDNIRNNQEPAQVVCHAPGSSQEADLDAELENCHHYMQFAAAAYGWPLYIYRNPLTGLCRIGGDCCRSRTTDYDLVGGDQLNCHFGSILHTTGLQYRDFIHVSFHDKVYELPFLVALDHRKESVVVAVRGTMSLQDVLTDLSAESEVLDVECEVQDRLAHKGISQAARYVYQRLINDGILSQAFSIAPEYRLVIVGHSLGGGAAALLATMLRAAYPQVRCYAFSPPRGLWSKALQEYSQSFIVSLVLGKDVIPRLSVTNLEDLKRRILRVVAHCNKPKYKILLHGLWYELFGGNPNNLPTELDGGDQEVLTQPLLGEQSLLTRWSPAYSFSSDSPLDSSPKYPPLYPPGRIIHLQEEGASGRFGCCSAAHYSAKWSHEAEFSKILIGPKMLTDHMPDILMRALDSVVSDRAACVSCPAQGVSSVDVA
LANA DNA inh: inhibitors of KSHV C-LANA binding to DNA, primary screen, biochemical, fluorescence polarization, FAM-LBS DNA, MBP-C-LANA, single point; inhibition, % at 9 µM; 340,000 tested, 0.078% active; Kaposi's sarcoma herpesvirus LANA C-terminal domain (residues 932-1162) DNA binding; AID 504423, 2011;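 active means highest replicate inhibition at or above 60% at 9 µM, even if other replicates fall short; inactive means all replicates below 60% inhibition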;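 further: 0% = neutral control wells and 100% = 4 µM acridine orange control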
RTF Ca sens inh: cardiac RTF calcium sensitivity inhibitors, primary screen, biochemical, IANBD-TnC fluorescence, EC70 calcium; Troponin I, cardiac muscle (Homo sapiens) + Troponin T, cardiac muscle (Homo sapiens) + …; IANBD-labeled cardiac RTF, Ca2+ fluorescence; inhibition, % at 7.15 µM; 340,000 tested, 0.12% active; AID 493244, 2011;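 active means inhibition above the mean inhibition of all tested compounds plus 3 SD, cut at about 17% in these data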;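 further: assay run at fixed EC70 calcium of 1.6 mM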
cardiac RTF act: cardiac RTF calcium sensitivity activators, primary screen, biochemical, IANBD-TnC fluorescence, EC20 calcium. IANBD-labeled TnC RTF fluorescence at EC20 calcium; 0% EC20 calcium, 100% full calcium. 340,000 tested, 0.24% active. Troponin I, cardiac muscle (Homo sapiens) + Troponin T, cardiac muscle (Homo sapiens) + …. activation, % at 7.2 µM;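 active means activation above the mean over all tested compounds plus 3 SD, cut at about 30% in these data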;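 further: rise in fluorescence read as greater calcium sensitivity of cardiac thin filaments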
CAL PDZ FP-2: CAL PDZ peptide-binding inhibitors, primary screen, biochemical, fluorescence polarization, Cer-tagged CAL PDZ, HTS | 330,000 tested, 0.02% active | inhibition, % at 20 µM | purified CAL PDZ, TMR-peptide fluorescence polarization, 1 h | Golgi-associated PDZ and coiled-coil motif-containing protein (Homo sapiens), Q9HD26 | AID 504414, 2011;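 active means highest replicate inhibition of at least 40%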;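 further: plate controls were DMSO neutral control wells for no effect and unlabeled competitor peptide control wells for full effect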
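material = purified tagged CAL PDZ domain construct (CerCALP) | compound dosing = 20 µM, one dose | times = 1 h at RT | measured by = fluorescence polarization from S- and P-plane intensities, G-factor corrected | read-out = inhibition from polarization loss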
SR-BI uptake up: activators of SR-BI mediated DiI-HDL uptake, primary screen, ldlA[mSR-BI] CHO cells, DiI fluorescence. 3 h; 100 = double the neutral-control signal. activation, % at 12.5 µM. 320,000 tested, 0.096% active. AID 504775, 2011;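 active means mean replicate activation of at least 60% and every replicate at or above 60%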;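 further: 0% = median plate neutral-control signal and 100% = twice that signal; values of inactives mirror those of a sister screen read the other way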
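System: CHO ldlA[mSR-BI] cells / Medium: HEPES-buffered (25 mM, pH 7.4) F12 plus 0.5% BSA / Probe or stimulus: labelled HDL, 10 µg/mL / Doses: single compound concentration, delivered by pin transfer / Schedule: 3 h, 37 °C / Measured by: DiI fluorescence, bottom read / Measure: cell-associated DiI fluorescence as measure of HDL uptake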
Keap1-Nrf2 PPI: Keap1-Nrf2 protein-protein interaction inhibitors, primary screen, biochemical, fluorescence polarization, single point; Keap1 Kelch-Nrf2 peptide fluorescence polarization, 1536-well; AID 504523, 2011; Kelch-like ECH-associated protein 1 (Homo sapiens), Q14145; inhibition, % at 9.4 µM; 340,000 tested, 0.15% active; in the data active means inhibition above about 12%;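 further: human Keap1 Kelch domain with fluorescein labeled Nrf2 9mer peptide probe; 0% = neutral control wells and 100% = peptide positive control; higher means more block of Keap1 binding to Nrf2 peptide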
* hit, by the source's call; nt = not tested or not shown.

#	mol	CAL PDZ FP-1	SR-BI uptake up	Rtt109 HAT inh	Keap1-Nrf2 PPI	cardiac RTF act	LANA DNA inh	DAGLB inh	PKA-R2B activ	RTF Ca sens inh	CAL PDZ FP-2
1	CSc1ccc(C(=S)N2CCN(C(c3ccccc3)c3ccccc3)CC2)cc1	0.0	23.4	-1.2	0.0	-3.1	0.8	-10.5	2.9	-9.8	-0.2
2	CSCC(C)N1CCC(Oc2cccc(C(=O)NCc3ccccn3)c2)CC1 (stereo not drawn)	4.1	5.6	-5.2	4.8	3.9	8.6	-0.6	-14.4	-12.8	0.7
3	CCC(C)NC(=O)CSc1nc2ccccc2c(=O)n1Cc1ccc(OC)cc1 (stereo not drawn)	-3.4	0.1	5.2	4.1	4.3	-1.5	-1.8	-0.7	-12.9	-1.1
4	Cc1ccc(S(=O)(=O)NCC(=O)OCC(=O)Nc2ccc(C)c(S(=O)(=O)N3CCOCC3)c2)cc1	-0.1	16.1	0.1	-3.0	-2.5	-0.6	-0.9	-5.8	-4.2	-0.2
5	O=C(CNCc1ccccc1Cl)NCc1ccco1	nt	21.9	2.3	-3.5	4.0	-2.7	-3.9	6.3	-1.9	-0.8
6	Cc1csc(NC(=O)CCS(=O)(=O)c2ccc(Br)cc2)n1	0.5	18.9	1.9	-3.2	4.7	1.0	-1.0	2.0	-5.1	nt
7	CCSc1nnc2nc(C)cc(C)n12	-1.9	19.4	-7.5	-5.0	4.8	-1.3	1.3	-8.2	-4.2	-2.1
8	Cc1ccc(S(=O)(=O)N2CCOCC2)cc1NC(=O)COC(=O)C1COc2ccccc2O1 (stereo not drawn)	-2.1	4.4	1.5	4.5	1.1	1.8	0.4	-21.7	1.5	-1.4
9	Cc1cc(Nc2ncc(Cl)cc2Cl)n(-c2ccccc2C)n1	-2.8	7.9	1.9	-5.5	-1.9	-0.1	-0.2	-8.9	1.0	-0.7
10	COc1ccc(NC(=O)CN2CCN(CC(=O)Nc3ccccc3Cl)CC2)cc1	-2.3	-32.7	-6.6	-6.8	0.3	1.2	-3.8	-5.4	2.4	0.0
11	CSc1nccn1C(=O)c1ccccc1[N+](=O)[O-]	1.0	13.9	3.3	-1.9	-0.8	-0.2	-3.0	-1.1	-1.9	-0.7
12	CN(C)c1ccnc(Nc2ccc(F)cc2)c1C#N	13.8	20.9	1.5	-4.6	nt	1.7	nt	nt	nt	0.3
13	O=C(CCCc1nc(-c2ccccc2Cl)no1)NC1CCCCC1	nt	6.6	4.0	-2.4	1.7	-1.6	-3.5	-6.0	-0.9	-1.2
14	COc1ccc(CCNC(=O)COC(=O)/C=C/c2ccc3c(c2)OCO3)cc1	1.6	10.9	-7.9	1.8	4.0	0.5	-5.5	6.0	-11.6	0.2
15	N#CCCSCc1ccc(C(=O)O)o1	-1.9	20.4	13.4	1.4	-5.1	2.2	-2.2	-6.3	8.8	-2.0
16	CCOC(=O)CNC(=O)COc1coc(CN2CCN(c3ccccc3F)CC2)cc1=O	9.9	4.1	-2.4	-4.7	0.5	-1.0	-0.2	-11.0	-7.0	-0.6
17	CC(=O)Nc1cccc(C(=O)OCC(=O)c2ccc3c(c2)OCO3)c1	-4.5	-7.5	12.4	0.0	-3.3	0.4	-1.2	-4.2	0.0	-1.8
18	CN(C)CCCN=Cc1c(O)n(Cc2ccccc2)c(=O)c2ccccc12	-1.1	1.7	21.3	0.9	6.0	0.4	0.6	0.3	-4.8	1.0
19	O=[N+]([O-])c1cccc(S(=O)(=O)N2CCCCCC2)c1	-1.8	-7.3	-5.4	-3.0	3.0	0.2	-0.3	-4.4	-7.7	-1.1
20	O=C(C1CC1)n1cc(C(=S)N2CCOCC2)c2ccccc21	-4.8	-9.2	-32.6	-4.4	8.5	0.5	-4.1	-1.7	-6.3	-5.1
21	COCCn1c(C)cc2c(c1=O)C(c1ccco1)C(C#N)=C(N)O2 (stereo not drawn)	-2.8	35.6	-14.8	-3.4	3.2	1.5	2.0	-0.8	-5.4	-0.9
22	CC(C)CN(C(=O)C1CCC1)c1c(N)n(Cc2ccccc2)c(=O)[nH]c1=O	-1.5	3.5	18.6	0.0	1.3	-1.4	0.5	-1.3	-4.5	-0.9
23	CC(C)C[C@H](NC(=O)c1nc[nH]c1C(=O)NCC(=O)OC(C)(C)C)C(=O)OCc1ccccc1	-0.6	21.5	-0.3	-4.4	-1.9	-1.7	-4.5	-12.3	-6.2	0.2
24	O=S1(=O)CCOCCCN1Cc1cccc(F)c1	-20.6	9.1	-4.3	-3.5	9.6	-0.4	1.4	3.0	2.4	-0.2
25	O=C(NC(NNc1ccc([N+](=O)[O-])cc1)(C(F)(F)F)C(F)(F)F)c1ccccc1Cl	1.6	1.8	-0.5	-3.4	-3.0	-1.9	1.7	-1.2	-9.9	nt
26	Cc1cc(NS(=O)(=O)c2ccccc2)ccc1NS(=O)(=O)c1ccccc1	-3.6	-28.6	-0.1	-0.7	-3.8	0.7	3.8	2.1	-2.1	-1.4
27	Cc1ccc(C(=O)O/N=C(\N)c2ccccn2)c(Cl)c1	-1.9	-9.0	-2.6	-1.9	1.6	-1.6	-8.6	0.7	-6.3	-0.7
28	CC(C)/C=N/NC(=O)c1cc(Br)ccc1O	-1.2	31.4	18.3	0.8	3.9	0.9	3.2	0.1	2.0	-1.4
29	Cc1cccc(C(C)C)c1NC(=O)COC(=O)C1CC(=O)N(Cc2ccccc2)C1 (stereo not drawn)	nt	8.7	0.8	0.7	2.2	0.3	3.1	7.7	-3.7	-0.6
30	Cc1ccc(/C=N\NC(=O)Cc2noc3ccccc23)cc1	-2.5	10.8	7.2	0.3	-1.9	-2.1	-3.1	-6.0	-9.9	nt
31	Cc1cccc(C)c1OCC(=O)Nc1ccc2c(c1)C(=O)NC2=O	-4.0	-19.0	-8.1	-1.5	-2.5	1.1	-1.1	-2.1	-6.0	-2.3
32	Cc1ccc(NC(=O)CCC(=O)c2cccs2)nc1	-1.5	nt	5.3	-4.9	-6.1	0.0	2.8	-2.4	-14.1	-1.9
33	O=C(NC(Cc1ccccc1)C(=O)N1CCN(c2ccccc2O)CC1)c1ccccc1 (stereo not drawn)	-2.3	-19.5	6.9	-5.9	-8.6	-0.2	0.6	1.3	6.3	-3.0
34	Cc1sc(NC(=O)C2CSC3(C)CCC(=O)N23)nc1-c1ccccc1 (stereo not drawn)	-1.4	-12.5	-13.3	-2.1	-13.8	1.2	0.1	-2.0	-33.6	-0.6
35	O=C(Nc1nc(-c2nc3ccccc3s2)cs1)C1COc2ccccc2O1 (stereo not drawn)	nt	6.6	6.4	-2.5	17.7	-0.3	-10.6	-10.7	-7.2	0.3
36	Cc1cc(C(=O)NNC(=O)c2c(-c3c(Cl)cccc3Cl)noc2C)no1	-2.8	21.1	2.2	-1.9	0.6	-1.0	2.6	-2.4	6.5	-1.2
37	CN(C(=O)CS(=O)(=O)c1cn(CC(=O)N2CCCC2)c2ccccc12)c1ccccc1	-1.0	4.9	13.8	-5.5	-4.3	-0.6	1.5	-7.0	1.1	-1.1
38	O=C1NCC(COCc2ccccc2)O1 (stereo not drawn)	-0.4	13.7	-7.6	-0.6	-2.5	-1.0	0.3	-5.5	-7.0	-1.4
39	CCOc1ccccc1CN1CCN(CC2=Cc3cc(OC)ccc3OC2)CC1CCO (stereo not drawn)	-1.5	nt	0.8	-0.5	-5.3	-1.3	-4.9	1.9	-4.7	-1.5
40	COC(=O)c1ccccc1NC(=O)CCCn1nc([N+](=O)[O-])c(Br)c1C	-5.9	nt	13.5	5.0	3.2	1.4	-0.7	1.7	-3.2	-0.1
41	C=CCNC(=O)CCCCCNS(=O)(=O)c1ccc(OC)cc1	-0.6	29.7	-19.1	2.0	-0.8	-0.9	0.4	-0.3	-10.2	0.3
42	COC(=O)c1c(-c2cccc(OC)c2)csc1N	nt	-15.6	0.5	-8.6	4.7	-2.4	0.8	-7.1	1.5	0.4
43	CC(=O)N1c2ccc(S(=O)(=O)N3CCCC(C(=O)NCc4ccccc4Cl)C3)cc2CC1C (stereo not drawn)	-3.5	1.8	8.4	3.1	1.5	-0.9	1.6	2.8	0.1	-1.4
44	CCCOc1ccc(OCCSc2ncccn2)cc1	0.8	22.2	-3.3	-4.8	-6.6	-1.9	-8.6	-15.5	-5.3	-2.0

The order is random. Share with any hit: about 1.6%.
